High-throughput results deposited in PubChem BioAssay by National Center for Advancing Translational Sciences (NCATS).
TRb-SRC2 inh = disrupts binding of human TR beta to SRC2. P10828. TRbeta-SRC2 peptide binding, fluorescence polarization; receptor liganded with 1 µM T3. Potency, µM (doses to about 106 µM), for the others: top-dose activity change, negative = inhibition, most hits filed as inhibitors. hit rate 0.065% among 280,000. AID 1469;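 note: plate controls were bound peptide for no effect and peptide without receptor for full effect; nearly all actives have a fitted effect of over 50% in size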
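Binding of a 20-amino-acid Texas Red SRC2 peptide (20 nM) to TRb ligand-binding domain (0.6 uM) with agonist T3 at 1 uM was followed by fluorescence polarization after a 5 hr room-temperature incubation.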
SMN2 splice enh = increases expression of the SMN2 splice variant; Potency, µM (top dose mostly 46.1 µM), for the others: at the highest dose activity change, positive = activation, usual class: activators; hit rate 2.8% among 210,000; HEK293 SMN2-luciferase splicing reporter, luminescence, 30-36 h; AID 1458; note: % of control where 0% means no effect; nearly all actives have a fitted effect of over 55% in size
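HEK293 cells carry an SMN2 […]–luciferase reporter in which exon 7 inclusion puts luciferase in frame. Cells were plated 10-12 h before compound addition, then incubated 30-36 h at 37C. ONE-Glo luminescence was read; sodium butyrate at 4.5 mM final served as control.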
TR SRC2 fluor cs = alters Texas Red total fluorescence, flagging assay interference. TRb/SRC2 Texas Red total fluorescence interference. Potency, µM (top dose mostly 106 µM), without a hit: at the highest dose fluorescence change, negative = quenching. hit rate 0.29% among 280,000. AID 1479; active = well fitted curve in either direction with a large enough effect; inconclusive = small, poorly fitted or top-dose-only effect; note: % is set by controls: 0 for no effect and ±100 for the full control effect
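Flags fluorescent or light-absorbing compounds by total fluorescence, S + 2P, at 555 nm excitation and 632 nm emission. Mixture: 20 nM Texas Red SRC2 peptide, 0.6 uM human TRb LBD, 1 uM T3, 5% DMSO; compound exposure 5 h at ambient temperature.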
GoLoco inh red = blocks human Gai1 binding to RGS12 GoLoco peptide, red readout; P63096; Gai1:RGS12 GoLoco peptide FP, rhodamine, 10 min; Potency, µM (doses to about 61.6 µM), without a hit: at the highest dose activity, negative = inhibition, actives largely listed as inhibitors; hit rate 0.44% among 230,000; AID 880; active = well fitted inhibition curve with a large enough effect, not every such curve was filed as active; inactive = no such curve, though single readings can be large or run the other way; note: % is set by controls: 0 for no effect and ±100 for the full control effect; nearly all actives have a fitted effect of over 30% in size; many of its hits are not listed in these tables
Target sequence (P63096 whole entry, looked up): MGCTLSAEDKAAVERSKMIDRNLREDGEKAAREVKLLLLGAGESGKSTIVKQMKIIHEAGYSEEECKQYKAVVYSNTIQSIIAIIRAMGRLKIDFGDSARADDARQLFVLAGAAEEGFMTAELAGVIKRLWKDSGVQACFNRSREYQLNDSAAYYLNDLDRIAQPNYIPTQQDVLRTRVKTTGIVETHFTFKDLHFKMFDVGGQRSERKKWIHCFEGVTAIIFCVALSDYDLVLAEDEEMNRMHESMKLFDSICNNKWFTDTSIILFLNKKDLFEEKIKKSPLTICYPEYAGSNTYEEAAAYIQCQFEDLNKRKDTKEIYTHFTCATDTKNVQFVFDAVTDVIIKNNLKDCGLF
JMJD2E inh = blocks human JMJD2E demethylase activity. JMJD2E catalytic domain, FDH-coupled NADH fluorescence (FDH is formaldehyde dehydrogenase). Potency, µM (top dose mostly 57.1 µM), for inactives: top-dose activity change, negative = inhibition, most hits filed as inhibitors. hit rate 1.6% among 230,000; active = well fitted inhibition curve with a large enough effect, not every such curve was filed as active; inconclusive = small, poorly fitted or top-dose-only effect, or another doubt; inactive = no such curve, though single readings can be large or run the other way;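 note: 0% = wells with enzyme and -100% = buffer wells without enzyme; nearly all actives have a fitted effect of over 50% in size; many of its hits are not listed in these tables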
LMNA splice mod = changes lamin A minigene splicing in HeLa cells; HeLa LMNA splicing GFP/RFP minigene ratio, 48 h; Potency, µM (highest dose often 46.1 µM), for inactives: top-dose ratio change, negative = inhibition, most hits filed as inhibitors; hit rate 0.01% among 200,000; active = well fitted inhibition curve with a large enough effect in the signal ratio, with a control signal flat, not every such curve was filed as active; inconclusive = small, poorly fitted or top-dose-only effect, or effect the other way, or a change in a side signal; the % refers to the signal ratio; note: % is set by controls: 0 for no effect and ±100 for the full control effect
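S3 HeLa cells stably expressing lamin A-EGFP splicing minigene plus DsRed2, 600 cells/well, 48 h compound exposure at 37C. Laser-scanning cytometry; analysed as GFP (500-530 nm)/RFP (575-640 nm) total intensity ratio; 0.5% DMSO vehicle.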
ALDH1A1 inh = ALDH1A1 (human) enzyme inhibition | Purified ALDH1A1, NADH fluorescence, propionaldehyde substrate | hit rate 7.3% among 220,000 | P00352 | Potency, µM (doses to about 75.3 µM), for inactives: at the top dose activity, negative = inhibition, usual class: inhibitors; active = well fitted inhibition curve with a large enough effect, not every such curve was filed as active; inconclusive = small, poorly fitted or top-dose-only effect, or another doubt; inactive = no such curve, though single readings can be large or run the other way;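 note: plate controls were no enzyme wells and a reference inhibitor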
Target sequence (P00352 whole entry, looked up): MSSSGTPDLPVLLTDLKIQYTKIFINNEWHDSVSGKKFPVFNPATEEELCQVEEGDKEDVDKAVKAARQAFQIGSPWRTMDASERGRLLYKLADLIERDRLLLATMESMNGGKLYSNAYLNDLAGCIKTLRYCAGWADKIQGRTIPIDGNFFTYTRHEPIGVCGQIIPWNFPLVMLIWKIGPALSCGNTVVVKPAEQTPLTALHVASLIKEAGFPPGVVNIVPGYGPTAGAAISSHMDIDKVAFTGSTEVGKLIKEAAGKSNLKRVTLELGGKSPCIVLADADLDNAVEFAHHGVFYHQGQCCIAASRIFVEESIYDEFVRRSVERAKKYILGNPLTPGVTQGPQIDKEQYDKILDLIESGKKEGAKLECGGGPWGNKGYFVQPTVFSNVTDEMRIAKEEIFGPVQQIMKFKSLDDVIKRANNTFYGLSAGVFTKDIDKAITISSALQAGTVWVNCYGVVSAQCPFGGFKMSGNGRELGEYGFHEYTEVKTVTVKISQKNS
RECQ1 helicase = blocks DNA unwinding by human RECQ1; AID 2549; hit rate 0.54% among 240,000; Potency, µM (highest dose often 57.3 µM), for inactives: at the highest dose activity, negative = inhibition, usual class: inhibitors; RECQ1 DNA unwinding, red fluorescence kinetic read; P46063;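 note: plate controls were vehicle for no effect and no enzyme for full effect; nearly all actives have a fitted effect of over 30% in size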
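RECQ1T1 50 nM; forked duplex (20 bp + 30-nt ss tails) 200 nM, ATP 2 mM final; pH 8.0, 2 mM MgCl2, 2.5 ug/ml poly(dI-dC); 15 min compound preincubation; discontinuous kinetic read over 2 h at RT.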
The depositor's hits bear a star; i = inactive; ? = inconclusive; nt = not tested or not shown; [ ] = remark or other dose. Unless noted, calls come from the whole dose curve; as a rule, active = well fitted curve in the direction sought with a large enough effect; inconclusive = small, poorly fitted or top-dose-only effect, or another doubt; inactive = no such curve, though single readings can be large; an effect the other way counts as inactive or inconclusive. Potency is the fitted concentration of half-maximal effect.

Screens in order – JMJD2E inh, RECQ1 helicase, GoLoco inh red, ALDH1A1 inh, LMNA splice mod, SMN2 splice enh, TRb-SRC2 inh, TR SRC2 fluor cs
1) OCCN1CCN(C2Cc3cc(Cl)ccc3Sc3ccc(Cl)cc32)CC1 (stereo not drawn) (tested in a mixture with another compound)
→ -2%, -3%, 4%, 13%, -3%, -34%[inhibitor], -22%, -3%
2) CCCN1CNC(=S)N(c2cc(C)ccc2C)C1
→ 4%, i, 0%, -3%, -4%, -18%, 0%, -6%
3) COc1cccc(Oc2coc3cc(OC(=O)N4CCOCC4)ccc3c2=O)c1
→ 4%, i, 3%, 2%, 14%[46 µM], -21%, 5%, -1%
4) Cc1cccc(N(C)S(=O)(=O)c2ccc3[nH]c(=O)c(=O)[nH]c3c2)c1
→ -1%, -11%, 3%, ?, -1%, -18%, -8%, 2%
5) COc1cc(NS(=O)(=O)c2ccc(NC(=O)C34CC5CC(CC(C5)C3)C4)cc2)ncn1
→ 4%, -11%, 6%, 20%, 7%, nt, -5%, -2%
6) Fc1cnc(N2CCc3ccccc32)nc1N1CCc2ccccc21
→ 8%, -3%, -28%, 2.2µM*, -6%, 25%, 10%, -1%
7) CCOc1ccc(C(=O)c2ccc(O)c(O)c2O)cc1
→ 14µM*, ?, -5%, 9.5µM*, -7%, 10%, -1%, -6%
8) CC(C)OP(=O)(c1ccccc1)c1ccccc1
→ 0%, -8%, 5%, 19%, -4%, 0%, -2%, -2%
9) Clc1ccccc1CNCC1CCC(CNCc2ccccc2Cl)CC1 (stereo not drawn)
→ 1%, ?, 3%, -1%, nt, nt, -2%, -1%
10) CC1CCCCC1NC(=S)NC(=O)c1ccccc1Br (stereo not drawn)
→ -14%, 40µM*, -4%, ?, ?, -11%, -2%, -1%
11) C/C(=N\N1CCN(C2c3ccccc3-c3ccccc32)CC1)c1ccco1
→ 20%, -6%, 0%, -1%, 4%, 13%, 2%[53 µM], -2%[53 µM]
12) CCOC(=O)c1sc(=S)n(-c2cccc(C(F)(F)F)c2)c1SC
→ 8%, 3%, 9%, 3%, 1%, -18%, 2%, -1%
13) CCOc1ccc2nc(N/C(N)=N/C(=S)Nc3ccc(C)c(C)c3)nc(C)c2c1
→ ?, 1%, 3%, -6%, 2%, -23%, 2%, -1%
14) CCOC(=O)c1sc(N(Cc2ccccc2)C(=O)COC(=O)c2ccccc2O)nc1C
→ -24%, -16%, 1%, -7%, -1%, 6%, 4%, -1%
15) Oc1c(Cl)cc(Cl)cc1CNc1ccc(Br)cn1
→ 0%, -4%, 3%, -7%, -8%, -7%, 2%, -2%
16) CC(C)CCSc1nc2c(c(=O)[nH]c(=O)n2C)n1CCc1ccccc1
→ 3%, -3%, 2%, ?, 11%, 0%, 6%, -4%
17) Cc1ccc(-c2nn(-c3ccccc3)cc2C(=O)OCC(=O)Nc2ncc(Cl)cc2Cl)cc1
→ 21%, -3%, 8%, -8%, -8%, 1%, -3%, 3%
18) Cc1ccc(CNC(=O)Cn2nnc3ccccc3c2=O)cc1
→ 7%, -6%, 1%, -1%, -3%[46 µM], 9%, 0%, -4%
19) C=CCOc1ccc(CNC(C)(C)CO)cc1OCC
→ 5%, -1%, -8%, ?, -5%, 26%, -2%, 1%
20) CCOC(=O)N1CCN(C(=O)C2CCN(S(=O)(=O)c3ccc(Cl)cc3)CC2)CC1
→ -10%, -14%, -3%, -6%, -4%, -2%, -1%, 0%
21) CC(C)N1C(=O)/C(=C/c2nc3ccccc3c(=O)n2-c2ccccc2)c2ccccc21
→ ?, -18%, 3%, ?, -17%, -95%[inhibitor], 0%, 0%
22) CCOc1cccc(-c2nnc3sc(-c4ccc(C)cc4)nn23)c1
→ 0%, i, 2%, -4%, -4%, -4%, -5%, -2%
23) C=CCc1cccc(C=Nc2ccc(Br)cc2)c1O
→ 4%, -2%, 2%, -9%, nt, 1%, -11%, -1%
24) COc1ccc(/C=N/NC(=O)c2ccc(CSc3nc(C)cc(C)n3)cc2)cc1O
→ 0%, -3%, 11%, ?, -12%, 5%, -4%, 1%
25) O=C(Cc1cccs1)Nc1nnc(SCc2ccc(F)cc2)s1
→ -2%, -2%, 3%, 10%, ?, 6%, -7%, 0%
26) CCOC(=O)C1=C(Nc2ccccc2)OCC1=O
→ 14%, -10%, 6%, 11%, 5%, 14%, 4%, -3%
27) Cc1ccccc1-c1ccc(=O)n(CC(=O)Nc2ccc(S(=O)(=O)N(C)C)cc2)n1
→ -12%, i, 5%, -4%, 0%[46 µM], 0%, 1%, -2%
28) NC(=O)N\N=C/C=C/C=C/c1ccc(F)cc1
→ -3%, -3%, -7%, 7%, nt, nt, -9%, -6%
29) COc1c(F)c(F)c(C(=O)Nc2ccc(-c3nc4ccccc4[nH]3)cc2)c(F)c1F
→ ?, i, 5%, ?, ?, 25%, -8%, -4%
30) COc1cccc(NC(=O)c2ccc(-c3ccc([N+](=O)[O-])cc3)o2)c1
→ -9%, i, 18%, ?, ?, -6%, 3%, -1%
31) CCOC(=O)C1CCCN(c2c(Nc3cc(C)cc(C)c3)c(=O)c2=O)C1 (stereo not drawn)
→ 7%, -7%, 3%, 6%, 0%, -12%, 3%, 0%
32) Cn1c(-n2c(CCCN3C(=O)c4ccccc4C3=O)nc3ccccc3c2=O)nc2ccccc21
→ -1%, i, 0%, 0%, -13%, -8%, -1%, 5%
33) CC(=O)NC1(c2cccc(F)c2)CCN(CC(=O)NC2CCCCC2)CC1
→ 1%, 7%, 16%, -1%, 11%, -4%, -16%, 1%
34) COC(=O)CC1(c2ccccc2)C(=O)c2ccccc2C1=O
→ 5%, -12%, 2%, 2%, 9%, 0%, -12%, -3%
35) Cn1cccc1CNC(=O)Nc1ccccc1
→ -22%, -1%, 7%, ?, 4%, ?, -1%, -4%
36) COCCCNC(=O)CCCn1c(=O)c2ccccc2n(CC(=O)Nc2c(C)cccc2C)c1=O
→ -11%, -17%, 6%, -2%, 2%, -3%, -7%, -3%
37) COc1cc(C)c(C(C)C)cc1S(=O)(=O)N1CCOCC1
→ -5%, -4%, 3%, 3.2µM*, 9%, 4%, 5%, 0%
38) CC(C)NC(=O)COC(=O)CNC(=O)c1cc(Cl)cc([N+](=O)[O-])c1
→ -7%, -5%, -10%, 15%, -8%, 1%, -2%, -4%
39) COc1ccc(S(=O)(=O)Cc2ccc(C(=O)N3CCOCC3)o2)cc1
→ -3%, 0%, 1%, 2%, -14%, 8%, -3%, -1%
40) O=C(O)c1ccc(Br)cn1
→ ?, -2%, -12%, ?, nt, 4%, 0%, -4%
41) COc1ccccc1N1C(=O)C2CC(C)=C(C)CC2C1=O (stereo not drawn)
→ 14%, i, -4%, 2%, 11%, -7%, -1%, 1%
42) Cc1cccc(C2c3[nH]c4ccccc4c3CCN2C(=O)c2cc3c([nH]c2=O)CCCC3)n1 (stereo not drawn)
→ ?, -5%, 8%, -2%, ?, -7%, 7%, -3%
43) CCOC(=O)C1=C(C)N(Cc2ccccc2)C(=O)NC1c1ccc(OC)cc1 (stereo not drawn)
→ 4%, 1%, 5%, ?, 15%, -20%, -15%, -1%
44) COc1ccc(Cc2nnc(NC(=O)c3cccc(C)c3)s2)cc1
→ ?, -11%, 4%, -2%, 11%[46 µM], nt, 2%, -3%
45) O=C(CCS(=O)(=O)c1ccc(Br)cc1)N1CCN(c2ccccc2F)CC1
→ 3%, i, -10%, -4%, -6%, 2%, 7%, 0%
46) CC(=O)Nc1ccc(S(=O)(=O)N2CCN(c3ccc([N+](=O)[O-])c(NCCN4CCOCC4)c3)CC2)cc1
→ 1%, -9%, -1%, 16%, -10%, 8%, -16%, -2%
47) CC12CCC(C(=O)NCc3ccc4c(c3)OCO4)(CC1=O)C2(C)C (stereo not drawn)
→ 8%, -11%, -13%, ?, 2%, 23%, 2%, -1%
48) Cc1[nH]c2ccccc2c1C(=O)CSC(=S)N(C)C1CCCCC1
→ 6%, -16%, -6%, ?, ?, -1%, 2%, 2%
49) C/C(=N\NC(=O)COc1ccc(C)cc1C(C)C)c1cc2ccccc2o1
→ -9%, -6%, -2%, 6%, -6%, 13µM*, -27%[53 µM], -80%[53 µM]
50) CCOc1ccccc1NC(=O)C1CCCN1C(=O)OCc1ccccc1 (stereo not drawn)
→ 4%, -2%, 10%, -9%, 3%, nt, 8%, 0%

Next part:
Screens in order – JMJD2E inh, RECQ1 helicase, GoLoco inh red, ALDH1A1 inh, LMNA splice mod, SMN2 splice enh, TRb-SRC2 inh, TR SRC2 fluor cs
51) O=S(=O)(Nc1cc(Sc2ncn[nH]2)c(O)c2ccccc12)c1ccccc1
→ 13µM*, -7%, -20%, 14µM*, nt, -113%[inhibitor], ?, -13%
52) O=C(NC(=S)Nc1ccc(-c2ccc(CO)o2)cc1)c1cccs1
→ -2%, -8%, 16%, 20µM*, nt, 8%, -5%, -2%
53) Cc1ccc(NS(=O)(=O)c2ccc(Cl)c(NC(=S)NC(=O)C3CCCCC3)c2)cc1Cl
→ -3%, -10%, 7%, ?, ?, -1%, 4%, 1%
54) COc1ccccc1OCC(=O)NNC(=O)c1cccs1
→ 0%, 1%, 7%, 10%, -5%, 2%, -1%[53 µM], -1%[53 µM]
55) Cc1cc(NC(=O)C2CC=CCC2C(=O)O)no1 (stereo not drawn)
→ 0%, 1%, 15%, 6%, 3%, 26%, -1%, -3%
56) COc1ccc(-c2nc(C)sc2CC(=O)O)cc1
→ -10%, -2%, 3%, 4%, 4%, -11%, -3%, -5%
57) CCOn1c(=O)c(-c2cc3ccccc3o2)[n+]([O-])c2ccccc21
→ -6%, -17%, 6%, ?, -5%, 16µM*, -5%, -7%
58) CC1CCN(C(=S)NCCc2ccccc2)CC1
→ 8%, -2%, -4%, -9%, -1%, -2%, -1%, -5%

This is a subset (hit frequency here may not be typical).
